Compound activity from PubChem.
GC-B act: GC-B (human) receptor activation | P20594 | HEK293-GC-B cells, CNP EC30, cGMP TR-FRET; 0% at EC30 CNP, 100% saturating CNP | activation, % at 10 µM | hit rate 0.11% among 370,000 | AID 1920062;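 active means activation at 10 µM reaching about 35% in either raw or pattern-adjusted values, limit read from the data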
SMARCA2 act: increases SMARCA2 function in MMTV reporter cells | activation, % at 9.1 µM | AID 652017 | MG213 cells, MMTV-luciferase reporter, dexamethasone, overnight | hit rate 1% among 370,000; in the data active means activation above about 7.8%;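 further: 0% = vehicle wells and 100% = reference activator wells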
rCAG binder: binds r(CAG) RNA repeats; hit rate 1.3% among 370,000; inhibition, % at 3 µM; r(CAG) RNA repeat, TO-PRO-1 dye displacement fluorescence;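 active means inhibition above the plate cutoff, the mean of all test compounds on that plate plus 3 SD, cut at about 35% in these data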;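 further: 0% = DMSO alone and 100% = 100 µM mitoxantrone as full dye displacement; higher means more dye released from RNA so lower well fluorescence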
HTRA1 inhibitor: inhibitors of human serine peptidase HTRA1; Q92743; recombinant HTRA1, FP-rhodamine activity-based probe, fluorescence polarization; inhibition, % at 5.96 µM; hit rate 0.5% among 340,000; AID 504803; in the data active means inhibition above about 36%;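 further: 0% = enzyme with DMSO and 100% = wells lacking enzyme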
Target sequence (Q92743 whole entry, looked up): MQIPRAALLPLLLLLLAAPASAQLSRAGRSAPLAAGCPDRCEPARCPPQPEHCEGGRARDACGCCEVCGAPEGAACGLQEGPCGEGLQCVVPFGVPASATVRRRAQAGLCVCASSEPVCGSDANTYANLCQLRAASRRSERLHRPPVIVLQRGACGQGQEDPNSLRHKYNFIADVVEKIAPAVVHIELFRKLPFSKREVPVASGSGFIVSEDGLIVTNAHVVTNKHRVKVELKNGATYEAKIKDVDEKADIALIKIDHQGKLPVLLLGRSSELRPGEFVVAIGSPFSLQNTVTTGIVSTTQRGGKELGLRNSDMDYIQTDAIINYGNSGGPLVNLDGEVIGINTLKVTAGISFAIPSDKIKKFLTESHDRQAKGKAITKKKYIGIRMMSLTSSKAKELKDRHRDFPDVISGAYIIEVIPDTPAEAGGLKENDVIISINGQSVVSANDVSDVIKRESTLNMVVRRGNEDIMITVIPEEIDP
Rev-erbA mod: Rev-erb alpha (human) modulation; P20393; Rev-erbα–FITC-DNA binding, fluorescence polarization, 90 min; activity, % at 10 µM; hit rate 0.79% among 370,000;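 active means activity above about 14%, limit read from the data; passing the limit was not always enough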;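 further: 0% = DMSO wells with 35 nM protein and 100% = DMSO wells with 750 nM protein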
ASAP1 inh: ASAP1 ArfGAP inhibition; AID 624377; inhibition, % at 16.5 µM; hit rate 0.19% among 360,000; ASAP1-stimulated ARF1 GTP hydrolysis, GDP FP detection; Q9ULH1; in the data active means inhibition above about 25%;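 further: 0% = vehicle with enzyme and substrate and 100% = no enzyme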
GC-A act: GC-A (human) enzyme activation; P16066; HEK293 GC-A cells, cGMP TR-FRET, EC30 ANP; 0% at EC30 ANP, 100% saturating ANP; activation, % at 10 µM; hit rate 0.14% among 370,000; AID 1671463; in the data active means activation above about 40%
ABHD4 inh: inhibitors of mouse ABHD4. Q8VD66. purified mABHD4, FP-Rh probe fluorescence polarization. inhibition, % at 8.92 µM. hit rate 0.54% among 370,000. AID 720543;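 active means inhibition exceeding the mean over every tested compound plus 3 SD, cut at about 30% in these data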;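 further: 0% = plate median of compound wells and 100% = S159A mutant with DMSO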
Target sequence (Q8VD66 whole entry, looked up): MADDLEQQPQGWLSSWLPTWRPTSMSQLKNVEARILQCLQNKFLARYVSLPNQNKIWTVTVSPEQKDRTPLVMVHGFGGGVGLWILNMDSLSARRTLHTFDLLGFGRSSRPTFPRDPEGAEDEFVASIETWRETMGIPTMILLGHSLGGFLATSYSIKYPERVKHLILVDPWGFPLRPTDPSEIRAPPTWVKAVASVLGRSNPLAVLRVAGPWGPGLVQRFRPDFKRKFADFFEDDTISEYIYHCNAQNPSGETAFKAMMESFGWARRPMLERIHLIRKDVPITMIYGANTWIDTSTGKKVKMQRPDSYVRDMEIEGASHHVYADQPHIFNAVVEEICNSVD
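Assay system: mouse ABHD4 enzyme, wild type / Also added: fluorescent activity-based probe FP-Rh / Doses: single nominal dose of 8.92 µM, 0.89% DMSO final / Timing: 45 min compound pre-incubation plus 60 min probe step, 25 °C / Signal: FP readout, ex 525 nm / em 598 nm / Control set: S159A mutant/DMSO as 100%, compound-well median as 0%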
PG9 Ab binder: small molecules binding HIV-1 gp120 antibody PG9. TR-FRET gp120-PG9 antibody binding. hit rate 0.43% among 360,000. inhibition, % at 6.7 µM; in the data active means inhibition above about 8.5%
ARFGAP1 inh: inhibits rat ARF GTPase activating protein 1. AID 651572. hit rate 0.26% among 360,000. Q62848. Arfgap1-stimulated ARF1 GTP hydrolysis, GDP FP detection. inhibition, % at 16.5 µM;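 active means inhibition above a per-plate limit, mean inhibition of low control wells plus 3 SD, cut at about 25% in these data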;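 further: 0% = DMSO wells with enzyme and 100% = wells lacking Arfgap1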
Target sequence (Q62848 1-136 limits assumed): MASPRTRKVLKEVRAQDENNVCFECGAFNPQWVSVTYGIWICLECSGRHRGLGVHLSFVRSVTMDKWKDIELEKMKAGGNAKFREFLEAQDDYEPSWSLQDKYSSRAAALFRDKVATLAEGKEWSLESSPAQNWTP
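Material: truncated rat Arfgap1 GAP domain; Incubation: compound-enzyme preincubation 20 min, reaction 120 min, detection 60 min, 25 °C; Read-out: percent inhibition of Arfgap1-stimulated GTP hydrolysis; Technique: FP, GDP Alexa 633 tracer displaced from anti-GDP antibody, 620/688 nm; Controls: No-Arfgap1 wells (100%) versus DMSO full-reaction wells (0%); Replication: single well per compound.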
Numbers without * were called inactive; . = no result given.

Results follow in this order: GC-B act	SMARCA2 act	rCAG binder	HTRA1 inhibitor	Rev-erbA mod	ASAP1 inh	GC-A act	ABHD4 inh	PG9 Ab binder	ARFGAP1 inh
- CCOc1ccc(/C=C2\CCC(C3CCCC3)C2=O)cc1OC (configuration not stated)
  -1	0	-4	-7	3	0	6	7	-1.6	-5
- CCC(CC)NC(=O)Cc1ccc(F)cc1
  3	-3	2	-2	-1	-7	0	1	0.6	1
- NC(=S)N/N=C/c1ccc(Br)o1
  5	-1	1	5	-8	-3	1	2	0.6	-3
- Cc1ccc(NC(=O)CSc2nnc(C)n2CC2CCCO2)cc1 (configuration not stated)
  5	-3	-4	-13	-6	1	-2	3	-1.2	11
- COc1ccc(/C=N/NC(=S)Nc2cc(C(F)(F)F)ccc2Cl)cc1
  -3	-1	7	.	2	-6	5	2	-3.2	-4
- CCCCn1c(N)c(N(CC)C(=O)COc2ccc(C#N)cc2)c(=O)[nH]c1=O
  0	-1	2	0	-1	8	2	-4	2.2	-4
- O=C(CCC1N=C2c3ccccc3N=C(SCc3ccc(F)cc3)N2C1=O)NCc1ccco1 (configuration not stated)
  0	0	0	-11	-2	2	-9	-2	-1.2	9
- O=C(Nc1cccc2ncccc12)c1ccc(-c2ccc(Br)cc2)o1
  -3	3	13	-20	-1	-19	3	-4	-2.6	1
- N#Cc1c(-c2ccco2)cc(-c2cccnc2)nc1N
  0	0	20	16	-7	-1	-6	8	2.2	-9
- Cc1nc(SCC(=O)N2CC(=O)Nc3ccccc32)c2c(C)c(C)sc2n1
  .	6	2	-7	.	1	.	-6	-3.5	1
- CCCc1nc2c(sc3nc4c(cc32)COC(C)(C)C4)c(=O)n1CCN(C)C
  -2	0	-4	-2	0	-6	9	-1	0.9	2
- COc1ccc(CNC(=O)CCn2ccc3cc(S(=O)(=O)N4CCCC4)ccc32)cc1
  0	2	-2	-7	11	-8	0	2	-0.7	-8
- Cc1c(CN(C)C(=O)CSc2nc(-c3ccco3)cc(C(F)(F)F)n2)cnn1C
  1	-4	-4	4	-16	-12	-7	-1	-0.1	8
- COc1ccc(NC2CCCN(C(=O)CSc3ccncc3)C2)cc1 (configuration not stated)
  8	-1	-6	3	2	7	-3	3	-2.1	-13
- CC(=O)c1cccc(S(=O)(=O)NCC(c2ccco2)N2CCCCC2)c1 (configuration not stated)
  3	2	6	-11	0	-5	-2	1	-0.6	0

The closing 2 records of the part above come first, to join the parts.
Results follow in this order: GC-B act	SMARCA2 act	rCAG binder	HTRA1 inhibitor	Rev-erbA mod	ASAP1 inh	GC-A act	ABHD4 inh	PG9 Ab binder	ARFGAP1 inh
- COc1ccc(NC2CCCN(C(=O)CSc3ccncc3)C2)cc1 (configuration not stated)
  8	-1	-6	3	2	7	-3	3	-2.1	-13
- CC(=O)c1cccc(S(=O)(=O)NCC(c2ccco2)N2CCCCC2)c1 (configuration not stated)
  3	2	6	-11	0	-5	-2	1	-0.6	0
- O=C(Nc1cccc(S(=O)(=O)N2CCOCC2)c1)C1=NN(c2ccccc2)C(=O)CC1
  -1	0	3	-1	-2	-4	-3	-4	-1.6	6
- Clc1ccc(OCCSc2ncccn2)c(Br)c1
  0	5	1	-18	2	-4	49*	-12	-0.8	-3
- C=C(C)C(=O)Nc1cccnc1Oc1ccc(F)cc1
  2	4	-6	0	-3	-11	0	2	-1.8	6
- O=C(NCc1ccccc1)C1CCCN(C(=O)Nc2ccccc2)C1 (configuration not stated)
  -1	-1	1	-1	0	-3	4	-1	2.2	0
- O=C(Nc1cccnc1Cl)c1ccc(Cl)c([N+](=O)[O-])c1
  3	2	2	6	4	-8	1	-1	-1.6	7
- CCO/C=C1/C(=O)N(c2ccc(OC)cc2)C(=O)c2ccccc21
  -2	4	2	-1	4	2	2	2	-2.8	-4
- Cc1cc(C)cc(-n2c(=O)c3ccccc3n(CC(=O)NCC3CCCO3)c2=O)c1 (configuration not stated)
  -1	-3	-1	2	-2	-2	3	2	-0.7	5
- CCc1c(C(C)O)oc2ccc3c(C)cc(=O)oc3c12 (configuration not stated)
  3	-2	1	.	-4	6	2	-9	-2.9	1
- CCOC(=O)C1=C(O)C(=O)N(c2ccc(S(N)(=O)=O)cc2)C1c1ccc(OC)cc1OC (configuration not stated)
  0	-3	3	5	0	4	2	6	-0.5	-5
- O=C(NNc1ncc(C(F)(F)F)cc1Cl)c1ccc(Cl)c(Cl)c1
  3	-5	5	-4	2	3	0	-5	-2.4	-3
- COc1cccc(C2CCCCN2Cc2nc(-c3ccc(C)o3)oc2C)c1 (configuration not stated)
  2	-2	2	-18	-3	5	-3	1	-0.7	0
- Cc1cc(C)nc(N2CCN(c3nc(-c4ccccc4)nc4c3oc3ccccc34)CC2)n1
  2	-1	0	7	2	-19	0	10	-0.9	-5
- COc1ccc(NC(=O)CSc2nncn2C)c([N+](=O)[O-])c1
  1	2	1	-3	-2	-10	2	4	-2.0	-1
- Cc1ccc(S(=O)(=O)N2CCC(NC(=O)OC(C)C)CC2)cc1
  -5	-5	-3	-3	-3	-5	2	4	1.0	-8
- CCCCN1C(=N)N([C@@H](C)CN2CCC[C@H]2CN2C(N)=NC[C@H]2C(C)C)C[C@H]1[C@H](C)CC
  2	0	8	9	-4	0	5	5	0.6	-5
- O=C(Nc1cccc(NC(=O)c2ccccc2[N+](=O)[O-])c1)c1ccccc1Cl
  5	-2	1	-6	5	-5	7	-9	2.1	5
- Cc1ccc(NC(=O)C2CCCN2C(=O)OCc2ccccc2)cc1F (configuration not stated)
  1	4	-4	-2	-2	20	2	-2	-4.2	6
- Cc1ccsc1C(=O)NNC(=S)NC1CCCCC1
  7	1	5	3	-4	-6	1	1	-2.5	2
- O=C1CC(c2ccc(F)cc2)Cc2nc(NCC3CCCO3)ncc21 (configuration not stated)
  -5	-5	-2	3	0	-4	3	2	-2.4	5
- COc1ccc(CC(=O)Nc2cc(S(=O)(=O)N3CCOCC3)ccc2N2CCCC2)c(OC)c1
  -3	1	6	-3	-2	-10	-1	6	-1.3	4
- Cc1ccc(-c2csc(NS(=O)(=O)c3cccc(F)c3)n2)o1
  3	1	71*	15	-7	-3	3	30*	-2.8	-8
- CCOC(=O)N1CCN(C(=O)/C=C/c2ccc([N+](=O)[O-])cc2)CC1
  1	0	-3	-4	-1	6	-2	-3	-1.3	-6
- COc1ccc(N2C[C@@]3(O)CC[C@@H](O)[C@@H](OC)[C@@H]3[C@@]2(C)[C@H](O)CC=C(C)C)cc1
  -5	3	5	.	-5	2	-1	1	1.2	2
- CC(=O)N1CCN=C1SCc1cccc(C(F)(F)F)c1
  6	4	0	1	-1	-1	1	2	0.5	-4
- CCC(CC)C(=O)c1c[nH]c(C(=O)N2CCN(c3ccccc3F)CC2)c1
  12	4	-1	0	10	-1	-1	4	-1.5	8
- O=C1c2ccccc2C(=O)C12OC2c1ccc(Cl)cc1Cl (configuration not stated)
  -6	-2	1	3	9	3	9	-2	-1.7	-9
- O=[N+]([O-])c1ccccc1N(CC1CO1)S(=O)(=O)c1ccccc1 (configuration not stated)
  6	0	0	4	3	1	-3	-3	-0.6	0
- Cc1ccc[n+](CC(=O)c2ccc(NC(=O)c3ccccc3)cc2)c1C
  6	-2	0	.	3	-8	1	-2	-1.9	-1
- COc1ccc(NC(=S)/N=C(\N)Nc2nc(C)c3ccccc3n2)cc1
  -5	-2	12	-7	2	3	3	4	-0.3	2
- Cc1c(C(=O)O)sc(S(=O)(=O)N2CCN(C(=O)Cc3ccccc3Cl)CC2)c1C(=O)O
  2	-1	-1	-2	-5	1	1	-8	0.7	1
- CC(=O)Nc1ccc(Br)c(Cl)c1
  6	-4	-2	2	-1	-6	3	2	-0.7	7
- CN(C)c1ccc(-n2cc3c(=O)n(C)c(=O)n(C)c3c2)cc1
  -9	6	-2	9	5	13	-6	5	-12	4
- Cc1ccccc1NC(=O)C(C)OC(=O)c1ccccc1C(=O)N(C)c1ccccc1 (configuration not stated)
  2	-3	-2	6	2	-8	1	4	0.4	12
- O=C(Nc1nnc(-c2cccnc2)o1)c1cccc(Cl)c1
  -2	-3	2	5	4	-4	-2	-5	0.3	7
- COc1ccc(CCN(Cc2ccccn2)C(=S)Nc2cccc(SC)c2)cc1OC
  -4	4	0	0	-4	12	1	-2	0.0	-13
- CC(C)C[C@H](NC(=O)c1[nH]cnc1C(=O)Nc1ccc(CNC(=O)OC(C)(C)C)cc1)C(=O)OCc1ccccc1
  7	1	16	-19	6	1	-2	-5	-3.0	16
- Cc1ccc(S(=O)(=O)CCC(=O)NC2CCCCC2)cc1
  -1	-2	2	-1	-5	-3	1	0	-0.2	-7
- CCn1c(SCc2ccc(C)cc2)nnc1C1CCN(S(=O)(=O)c2ccc(OC)cc2)CC1
  -7	0	1	-12	-5	13	-3	2	-0.7	5
- CC1CCCCC1N(C)C1CCN(C(=O)CNC(=O)/C=C/c2cccc(Cl)c2)CC1 (configuration not stated)
  4	0	-2	-1	2	-8	9	1	0.1	0
- CC(C)(C)NC(=O)N1CCN(c2ncccc2C(F)(F)F)CC1
  4	2	-2	6	0	-7	0	-2	-0.5	4
- CN(CC(=O)Nc1ccc(Br)cc1)Cc1ccccc1
  0	0	-8	-8	-3	0	-6	-3	-0.8	-2
- O=C(COc1ccc(/C=N/NC(=O)c2ccccc2O)cc1)Nc1ccccc1
  4	-2	11	-7	4	-1	1	-1	0.4	6
- COc1ccc(-c2noc(N3CCC(C(=O)Nc4ccccc4Cl)CC3)n2)cc1
  -2	-1	0	3	5	-5	-3	-4	0.0	6
- O=S(=O)(c1ccc(S(=O)(=O)N2CCCN(Cc3ccccc3)C2)cc1)N1CCCCCC1
  0	-3	-4	0	-3	-4	6	-2	3.0	-2
- O=C(NNC1=NCCC1)C1CC1
  -3	0	1	-1	1	1	4	-1	3.1	16
- CC(C)C1=NN(C(=O)c2cccnc2)C(O)(C(F)(F)F)C1 (configuration not stated)
  -6	.	.	2	-4	.	0	.	.	.
- COCCNC(=O)c1cc(C)ccc1C
  -1	0	0	1	-1	-5	-3	2	-2.1	-7
- Cn1c(SCC(=O)NC2CCCCCC2)nnc1-c1ccco1
  0	3	-3	3	-5	-1	2	-2	-1.1	6
- CC(=O)O[C@]1(C(C)=O)CC[C@H]2[C@@H]3C=C(Cl)C4=CC(=O)CC[C@]4(C)[C@H]3CC[C@@]21C
  -18	-9	0	-8	-9	4	-7	2	0.1	3
- CCCCOC(=O)c1cccnc1
  0	-2	2	3	0	2	-1	-1	-0.5	5
- C[C@H](CO)N1C[C@H](C)[C@@H](CN(C)S(=O)(=O)c2cn(C)cn2)Oc2c(NS(=O)(=O)c3ccc(F)cc3)cccc2C1=O
  8	1	5	-1	-5	5	0	2	1.3	7
- CC(C(=O)N1CCCCC1)n1ncn2cccc2c1=O (configuration not stated)
  3	-3	3	-3	-1	-8	0	-16	-1.5	-3
- O=C1CCC/C(=N\NC(=O)COc2ccc(Cl)cc2)C1
  6	-2	-1	1	4	2	-2	0	-2.8	-3
